High-throughput results deposited in PubChem BioAssay by several laboratories.
RAM network inh – inhibitors of the yeast RAM network. S. cerevisiae dse1pr::URA3 reporter, 5-FOA growth OD615, 2 d; analog-sensitive cbk1-as2 kinase mutant strain. inhibition, % at 50 µM. 1.8% of 190,000 active. AID 868;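 active means inhibition above a set limit, 3 SD over mean compound inhibition, cut at about 8.4% in these data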;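 further: 0% = DMSO-only wells with no growth and 100% = 10 µM 1-NA-PP1 full growth; inhibition rescues growth on 5-FOA so higher OD means more RAM inhibition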
G6PDH counter – counter-screen for G6PDH assay hits: L. mesenteroides G6PDH inhibition; Purified L. mesenteroides G6PDH, diaphorase/resazurin coupled fluorescence, 45 min; inhibition, % at 5 µM; 0.12% of 200,000 active
Diaph act CS – counter-screen for diaphorase-based assays: diaphorase activators and chemical reducers | Diaphorase/resazurin coupled assay, resorufin fluorescence, 16 min; stronger effect = higher value; 1 = vehicle wells, 0 = NADH-free wells | activation factor at 20 µM | 0.005% of 190,000 active;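 active means diaphorase activity raised at least twofold by the compound at 20 µM; inactive means activation factor below 2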
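Assay system: bacterial diaphorase enzyme (C. kluyveri) / Input: enzyme 0.07 U/mL final / Medium: 50 mM HEPES pH 7.4 with 4.542 mM MgCl2, 0.005% Tween 20 / Doses: single compound dose of 20 µM, 1% DMSO final / Incubation: 16 min enzyme reaction, ambient temperature / Signal: fluorescence, excitation 544 nm and emission 590 nm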
Lmaj promast – reduces viability of Leishmania major promastigotes; AID 1063; inhibition, % at 10 µM; 9% of 200,000 active; resazurin fluorescence viability;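 further: promastigotes grown with compound for 44 hours at 28 °C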
Redox H2O2 prof – compounds producing H2O2 with reducing agent – biochemical, NIH compound library profiling, artefact control for MLSCN library redox annotation, primary screen. DTT-dependent redox cycling H2O2, phenol red/HRP absorbance; 100% = 100 µM peroxide control, 0% = buffer. activation, % at 10 µM. 0.03% of 200,000 active. AID 878;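 active means activation of at least 50% relative to the plate's high and low controls in the primary single-dose screen; inactive means activation below 50%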;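 further: compound incubated with DTT at 0.8 mM final as the reducing agent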
S1P3 antag – antagonists of human S1P3 receptor; CHO S1P3 NFAT-BLA reporter, FRET fluorescence, antagonist mode; inhibition, % at 4.98 µM; 0.27% of 170,000 active; AID 485;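 active means inhibition above the plate cutoff, the mean inhibition of test wells on that plate plus 3 SD, cut at about 28% in these data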;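 further: cells challenged with S1P at its EC80 of 0.8 µM; blue over green emission ratio from cleaved BLA substrate after 4 h stimulation; 0% = S1P-stimulated wells and 100% = unstimulated DMSO-only wells; some compounds past the cut are filed as inactive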
Target sequence (Q99500 whole entry, looked up): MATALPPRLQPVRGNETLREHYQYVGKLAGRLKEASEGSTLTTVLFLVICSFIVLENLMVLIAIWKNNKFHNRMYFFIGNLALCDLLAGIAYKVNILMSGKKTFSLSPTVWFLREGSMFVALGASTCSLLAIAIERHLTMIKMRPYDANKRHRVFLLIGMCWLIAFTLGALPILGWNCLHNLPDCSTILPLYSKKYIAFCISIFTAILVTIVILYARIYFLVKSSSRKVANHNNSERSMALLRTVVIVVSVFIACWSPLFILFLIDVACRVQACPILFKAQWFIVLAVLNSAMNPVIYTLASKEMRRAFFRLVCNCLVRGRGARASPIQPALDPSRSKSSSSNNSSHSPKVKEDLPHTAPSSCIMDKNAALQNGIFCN
Diaph inh CS – counter-screen for diaphorase-based assays: diaphorase inhibitors and chemical oxidizers; 0.69% of 190,000 active; AID 1217; diaphorase resazurin-to-resorufin fluorescence, NADH, 16 min; bacterial (C. kluyveri) enzyme, not human; inhibition, % at 20 µM;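 active means primary screen inhibition at 20 µM above a set limit, cut at about 50% in these data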;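 further: plate controls were DMSO with full reaction for no effect and wells lacking NADH for full effect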
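Assay system: diaphorase enzyme from Clostridium kluyveri. Quantity: enzyme working solution with 0.14 U/mL diaphorase. Schedule: reaction incubation of 16 min at room temperature. Technique: resorufin fluorescence, excitation 544 nm, emission 590 nm. Controls: No-NADH positive control and DMSO neutral control.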
PMI act satM6P – increases human PMI activity with near-saturating mannose 6-phosphate. AID 1216. 0.34% of 190,000 active. activation factor at 20 µM. coupled PMI enzyme assay, resazurin fluorescence, 20 min; stronger effect = higher value; 1 = untreated enzyme, 0 = substrate-free blank;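 active means activation factor of 2 or more at 20 µM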
Target sequence (P34949 whole entry, looked up): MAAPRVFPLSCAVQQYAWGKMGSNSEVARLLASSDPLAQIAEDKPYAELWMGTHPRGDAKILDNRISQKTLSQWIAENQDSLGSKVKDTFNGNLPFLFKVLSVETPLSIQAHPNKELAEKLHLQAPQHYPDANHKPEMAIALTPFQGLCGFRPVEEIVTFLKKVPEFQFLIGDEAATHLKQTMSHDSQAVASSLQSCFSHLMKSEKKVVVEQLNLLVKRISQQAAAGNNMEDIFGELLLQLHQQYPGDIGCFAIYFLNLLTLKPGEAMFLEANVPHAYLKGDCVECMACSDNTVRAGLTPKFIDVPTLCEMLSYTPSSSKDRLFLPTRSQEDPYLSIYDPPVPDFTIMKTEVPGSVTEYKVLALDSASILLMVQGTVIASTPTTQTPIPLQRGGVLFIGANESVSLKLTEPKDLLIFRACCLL
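Material: human phosphomannose isomerase with PGI, G6PDH, diaphorase coupling enzymes; amount: PMI at 15 ng/mL final; also added: Mannose-6-phosphate 1.0 mM (near-saturating) plus 0.22 mM NADP+; incubation: enzyme reaction with compound 20 min at room temperature; signal: resorufin fluorescence (Ex 544/Em 590 nm) from resazurin via diaphorase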
PMI activator – activators of human phosphomannose isomerase | 0.005% of 190,000 active | purified human PMI, coupled resazurin fluorescence, 20 min; stronger effect = higher value; 1 = vehicle control, 0 substrate-free wells | activation factor at 20 µM;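 active means activation factor of 2 or more at 20 µM, relative to plate controls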
Hsp70 act – Hsp70 transcriptional activation, primary screen; HeLa Hsp70 promoter luciferase reporter, luminescence; scaled: vehicle 0, proteasome-inhibitor control 100%; activation, % at 10 µM; 0.04% of 200,000 active;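 active means activation above the mean across all tested compounds plus 3 SD, cutoff set per campaign, cut at about 5.5% in these data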;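 further: 100% = MG132 at 30 µM as the positive control and 0% = DMSO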
TLR4 MyD88 comp – TLR4-MyD88 interaction inhibition in cells; inhibition, % at 8.4 µM; HeLa CL3-4 TLR4/MyD88 BLA complementation, FRET ratio; 0.18% of 200,000 active; in the data active means inhibition above about 25%;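 further: 0% = vehicle and 100% = reference inhibitor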
* = called active by the depositor; . = not tested or not shown. Unless noted, no stated cut-off is given here; in the data, active means inhibition above about 50%; inactive means the rest. Compounds as they come. About 12% of those tested had a hit in this group.

SMILES	RAM network inh	G6PDH counter	Diaph act CS	Lmaj promast	Redox H2O2 prof	S1P3 antag	Diaph inh CS	PMI act satM6P	PMI activator	Hsp70 act	TLR4 MyD88 comp
Cc1cccc(Cn2ccc(NC(=O)c3ccc4c(c3)OCO4)n2)c1	1.6	7	0.9	60*	0.2	6	11	1	1	-0.2	-6
Cc1ccc2nc(-c3cccnc3SCC(=O)N3c4ccccc4CC3C)[nH]c2c1 (stereo unspecified)	6.8	-20	0.8	12	2.4	.	16	0.9	0.9	0.1	-5
COc1ccc(C(O)CNc2ccc(C)cc2)cc1 (stereo unspecified)	1.6	-6	0.8	-4	1.3	-5	21	0.9	0.9	0.1	4
S=c1[nH]cc(Cc2ccccc2)s1	-0.7	-3	0.9	-7	-0.4	-1	5	1.2	1.1	0.3	-11
COc1cc(/C=C/C(=O)O)cc(S(=O)(=O)NCc2ccco2)c1OC	-0.1	16	0.8	-4	-0.3	-4	18	0.8	0.9	-0.2	-2
NCCc1nnc(SCc2ccc(F)cc2)o1	1.8	1	0.9	-1	-8.5	6	9	1	1	-0.4	10
CCc1cccc(CC)c1-n1c(-c2cccnc2)n[nH]c1=S	0.9	8	0.9	4	-0.5	-10	7	1	1	-0.2	5
COc1ccc(C2c3c(ccc4ccccc34)Oc3ncn4nc(CO/N=C/c5ccccc5)nc4c32)cc1 (stereo unspecified)	4.7	5	0.8	16	0.2	.	17	0.9	1	-0.4	-6
C/C(=N\NC(=O)CNc1cccc(C)c1)c1ccc(Br)s1	1.9	8	0.8	57*	0.1	-8	18	0.9	0.8	-0.4	-11
Cc1ccc(NC(=O)CN2C(=O)/C(=C\c3cccs3)SC2=S)cc1	6.1	4	1	23	0.2	3	1	1.2	1.2	-0.2	-22
O=C(CNC(=O)c1ccc(S(=O)(=O)N2CCCC2)cc1)N/N=C/c1ccccc1Cl	6.1	4	0.8	94*	-0.3	15	23	0.9	0.8	-0.3	-7
COC(=O)/C(=C/c1ccco1)NC(=O)c1ccco1	1.1	9	1	80*	0.2	1	0	0.9	1.1	0.0	8
COc1ccc(C(=O)C(OC(=O)c2ccc(C)c(NC(C)=O)c2)c2ccccc2)cc1 (stereo unspecified)	6.6	-4	0.7	-1	2.6	.	25	0.9	0.9	-0.4	-3
CS(=O)(=O)N(Cc1ccccc1Cl)c1ccc(C(=O)NCc2cccnc2)cc1	0.6	8	1.1	2	0.6	1	-5	1.1	1.1	-0.1	-15
COC(=O)c1cc(OC)c(OC)cc1NC(=O)c1ccccc1	4.7	-5	1	4	-0.1	13	3	1	1	-0.2	-18
O=C(O)c1ccc(N2CC3CC(C2)c2cccc(=O)n2C3)c(NC(=S)Nc2ccc(Cl)cc2Cl)c1 (stereo unspecified)	0.2	-4	0.9	2	-0.3	-26	7	1	0.5	-0.2	-16
S=C(NCCc1ccccn1)Nc1ccc(Cl)c(Cl)c1	1.6	7	0.8	6	0.1	16	20	1	1.1	-0.3	-9
O=C(COC(=O)c1cc(=O)[nH]c2ccccc12)c1cccs1	7.8	12	0.9	-6	0.5	6	14	1	1	0.0	-6
Cc1cc(C)c(C)c(S(=O)(=O)Nc2ccc(O)cc2)c1C	2.2	-10	0.8	7	-0.2	0	24	0.8	0.8	-0.3	3
O=C(c1ccccc1)N1CCN(C(=S)NCCc2ccccc2)CC1	1.8	3	0.8	53*	0.3	-6	15	0.9	1	-0.5	-4
Cc1ccc(C(=O)N/C(=C\c2cccs2)C(=O)NCc2ccncc2)cc1	0.1	5	1.1	-3	2.2	.	-15	1.1	1	0.4	-3
CCOC(=O)c1ccccc1NC(=O)/C(C)=C/C(=O)O	-0.5	1	0.8	-2	-3.3	.	17	1	1	-0.1	5
CCOC(=O)c1c(OCC)[nH]c2c1cc(O)c1ccccc12	2.4	8	0.3	99*	-0.2	-34	74*	0.5	0.7	-0.1	-9
COc1ccc(Cc2nnc(NC(=O)c3cccc([N+](=O)[O-])c3)s2)cc1	1.6	0	1.2	-7	0.2	-19	-22	1.2	1.1	-0.2	-1
CCC(=O)c1ccc(OCC(=O)N2CCCC2)c(OC)c1	-0.8	8	.	0	-0.2	-20	.	.	.	-0.5	-1

Three structures already listed, arranged by SMILES length, low to high:
SMILES	RAM network inh	G6PDH counter	Diaph act CS	Lmaj promast	Redox H2O2 prof	S1P3 antag	Diaph inh CS	PMI act satM6P	PMI activator	Hsp70 act	TLR4 MyD88 comp
NCCc1nnc(SCc2ccc(F)cc2)o1	1.8	1	0.9	-1	-8.5	6	9	1	1	-0.4	10
C/C(=N\NC(=O)CNc1cccc(C)c1)c1ccc(Br)s1	1.9	8	0.8	57*	0.1	-8	18	0.9	0.8	-0.4	-11
CS(=O)(=O)N(Cc1ccccc1Cl)c1ccc(C(=O)NCc2cccnc2)cc1	0.6	8	1.1	2	0.6	1	-5	1.1	1.1	-0.1	-15

Next compounds
SMILES	RAM network inh	G6PDH counter	Diaph act CS	Lmaj promast	Redox H2O2 prof	S1P3 antag	Diaph inh CS	PMI act satM6P	PMI activator	Hsp70 act	TLR4 MyD88 comp
C/C=C/Cn1c(SCc2ccc(C)cc2)nc2c1c(=O)[nH]c(=O)n2C	7.3	13	0.9	14	-0.2	-21	7	1	1.2	-0.2	3
COc1cccc(NC(=O)CSc2nnc(C)s2)c1	0.8	11	0.8	6	2.9	-7	15	0.9	0.9	-0.2	4
Nc1nnc(SCc2ccc(F)cc2)s1	0.1	-14	0.9	-4	3.0	-1	6	0.9	0.9	-0.3	-26
Cn1c(=O)c2c(nc(CN3CCN(c4cccc(Cl)c4)CC3)n2CCc2ccccc2)n(C)c1=O	.	.	.	30	0.1	10	.	.	.	-0.3	-2
Cc1ccc(C(=O)NC2CCN(S(=O)(=O)c3ccccc3)CC2)cc1	1.6	-1	0.9	-3	-0.7	5	8	1	1	-0.4	1
O=c1ccc(Cl)cn1Cc1ccccc1F	0.0	3	0.8	-5	0.8	.	18	0.9	1.1	-0.4	-9
CCOC(=O)c1c(NC(=O)c2cc(CC(C)C)on2)sc(C(C)=O)c1C	6.6	-33	0.9	-1	0.4	.	8	0.8	0.8	-0.2	-4
COc1cc(/C(C#N)=C/c2cccc3ccccc23)c([N+](=O)[O-])cc1OC	3.2	5	0.9	-6	-0.5	-1	13	0.9	1	-0.5	4
CCCSc1nnc2n(C)c(=O)c3c4c(sc3n12)CCC4	0.4	3	0.9	7	-2.3	.	14	1	1	0.0	3
Cc1ccc(-n2ncc(C(=O)Nc3cc(Cl)ccc3C)c2C2CCNCC2)cc1C	0.8	3	0.8	-10	-0.5	-7	17	0.9	0.9	-0.3	-4
COc1ccc(NC(=S)N2CCNC(=O)C2CC(=O)Nc2ccc(C)cc2)cc1 (stereo unspecified)	-0.6	0	0.8	-2	0.3	2	20	1	0.8	-0.3	3
CCn1c(CNC(=O)COc2ccc(C(C)C)cc2)nnc1SCC(=O)Nc1ccccc1F	2.0	0	0.9	-1	-0.9	.	6	1.1	1	-0.5	2
O=c1c(Cc2ccc(Cl)cc2Cl)c(O)ccn1CCCN1CCOCC1	-0.4	7	0.9	-1	0.0	-4	7	1.1	1.1	-0.1	-3
COCCOC(=O)c1c(C)oc2ccc(OS(C)(=O)=O)cc12	2.5	14	1.1	-2	0.9	-2	-13	1	1	-0.2	13
O=C(Nc1ccc(F)cc1)N1CCN(CCc2ccccc2)CC1	1.1	1	1	0	0.9	-6	3	1	1	0.0	-16
O=C(N/C=C\c1ccccc1)NCc1ccc(Cl)cc1Cl	0.9	-6	0.9	4	2.0	.	11	1	1	-0.1	-1
C=CCSc1nc2ccccc2c(=O)[nH]1	0.3	2	1	-8	0.3	-44	3	1	1	-0.3	-1
CC(C)(C)OC(=O)N1CC2Cc3[nH]c(=O)ccc3C(C2)C1 (stereo unspecified)	4.2	11	1.1	-3	0.8	-3	-8	1	1	-0.2	3
CC(Nc1nc(N2CCN(S(C)(=O)=O)CC2)nc2ccccc12)c1ccccc1 (stereo unspecified)	-0.3	5	0.9	48	0.5	-15	13	1	1	-0.2	-4
Cn1c(=NC(=O)C2CC2)sc2cccc(F)c21	-0.3	1	0.9	-3	-0.3	3	9	1.1	1	-0.2	-8
Cc1cc(S(=O)(=O)N(Cc2ccc3c(c2)OCO3)CC2CCCO2)ccc1-n1cnnn1 (stereo unspecified)	3.2	-1	0.8	2	0.1	.	23	0.9	0.9	-0.3	14
O=C(Nc1nccs1)c1sc2cc(Cl)ccc2c1Cl	3.3	6	0.9	2	-0.8	.	7	0.9	0.9	0.0	5
O=C(c1ccc(F)cc1)c1cc2ccccc2o1	0.7	2	0.7	-7	1.4	-14	28	0.9	0.9	0.2	-9
Cc1cc(C)n(-c2nnc(C)n2/N=C/c2ccccc2F)n1	0.3	-2	0.9	-1	0.2	.	11	1	1	-0.4	-7
COC(=O)c1cccc(NC(=O)Nc2ccc(Cl)c(Cl)c2)c1	4.8	3	0.8	87*	0.6	.	18	0.9	0.9	0.0	-6
SMILES	RAM network inh	G6PDH counter	Diaph act CS	Lmaj promast	Redox H2O2 prof	S1P3 antag	Diaph inh CS	PMI act satM6P	PMI activator	Hsp70 act	TLR4 MyD88 comp
COc1ccccc1C1CC(c2ccc(F)cc2)Nc2ncnn21 (stereo unspecified)	0.9	2	1	19	1.7	9	3	1.1	1	-0.5	-13
Cn1c(=O)cc(SCC(=O)NCc2ccc(F)cc2)c2ccccc21	3.4	4	0.9	-3	-0.7	-6	9	1.1	1	-0.2	7
CCc1cc2c(NCC3CCCO3)ncnc2s1 (stereo unspecified)	1.3	4	0.8	1	-0.3	.	15	0.9	1	-0.6	0
O=C1CCC/C(=N\NC(=O)NC2CCCCC2)C1	-0.3	2	0.9	-2	-0.6	10	8	0.9	0.8	0.0	6
CCN(CC)C(=O)C1CCCN(Cc2ccc(F)c(F)c2)C1 (stereo unspecified)	1.4	1	0.9	-5	-1.0	1	8	1.1	1	-0.2	-15
Cc1cccc(-n2ccnc2SCC(=O)Nc2ccc3c(c2)OCCO3)c1	1.0	-17	0.8	1	1.6	-1	23	0.9	0.8	0.0	-10
O=C(N/N=C/C=C\c1ccccc1[N+](=O)[O-])c1ccccn1	3.3	10	0.9	8	0.3	5	12	0.9	0.8	-0.3	-2
CC12CCC(C(=O)Nc3c(Cl)cccc3Cl)(C(Br)C1=O)C2(C)C (stereo unspecified)	4.8	12	1.2	-6	0.1	-7	-22	1.1	1.2	0.6	-3
